Screens deposited in PubChem by several laboratories.
Kir21 block: inhibitors of mouse Kir2.1 inward-rectifier potassium channel. P35561. HEK293-Kir2.1, FluxOR thallium flux fluorescence; active compounds read low. B-score at 10 µM. actives 0.85% (n = 310,000);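 active = fluorescence ratio B-score at or below minus 3 SD of library scores, with starting-brightness B-score within 2 SD, cut at about -4.2 in these data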;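 note: channel flux triggered by added potassium and thallium sulfate stimulus; B-score of peak minus minimum fluorescence over baseline after thallium stimulus; more negative B-score means stronger Kir2.1 block with less thallium influx; some compounds called inactive have numbers as strong as hits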
Target sequence (P35561 whole entry, looked up): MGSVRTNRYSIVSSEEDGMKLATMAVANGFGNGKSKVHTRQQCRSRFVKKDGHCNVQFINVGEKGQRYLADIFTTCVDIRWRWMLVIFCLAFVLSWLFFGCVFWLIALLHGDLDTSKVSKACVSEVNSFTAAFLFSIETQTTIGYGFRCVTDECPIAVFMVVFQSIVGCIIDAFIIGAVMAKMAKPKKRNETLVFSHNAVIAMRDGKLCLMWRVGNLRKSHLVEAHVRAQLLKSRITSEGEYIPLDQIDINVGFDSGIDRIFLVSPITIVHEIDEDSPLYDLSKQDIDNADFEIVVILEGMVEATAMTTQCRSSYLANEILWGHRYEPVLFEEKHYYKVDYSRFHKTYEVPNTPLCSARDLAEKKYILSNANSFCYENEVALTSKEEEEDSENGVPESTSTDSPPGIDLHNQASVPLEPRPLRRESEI
STK33 inh: human STK33 kinase inhibition; Q9BYT3; purified STK33, MBP phosphorylation, ADP-Glo luminescence; inhibition, % at 10 µM; actives 0.073% (n = 320,000);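 active = inhibition at or above 25%, using the most active replicate where run in duplicate; inactive = inhibition below 25%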
Target sequence (Q9BYT3 whole entry, looked up): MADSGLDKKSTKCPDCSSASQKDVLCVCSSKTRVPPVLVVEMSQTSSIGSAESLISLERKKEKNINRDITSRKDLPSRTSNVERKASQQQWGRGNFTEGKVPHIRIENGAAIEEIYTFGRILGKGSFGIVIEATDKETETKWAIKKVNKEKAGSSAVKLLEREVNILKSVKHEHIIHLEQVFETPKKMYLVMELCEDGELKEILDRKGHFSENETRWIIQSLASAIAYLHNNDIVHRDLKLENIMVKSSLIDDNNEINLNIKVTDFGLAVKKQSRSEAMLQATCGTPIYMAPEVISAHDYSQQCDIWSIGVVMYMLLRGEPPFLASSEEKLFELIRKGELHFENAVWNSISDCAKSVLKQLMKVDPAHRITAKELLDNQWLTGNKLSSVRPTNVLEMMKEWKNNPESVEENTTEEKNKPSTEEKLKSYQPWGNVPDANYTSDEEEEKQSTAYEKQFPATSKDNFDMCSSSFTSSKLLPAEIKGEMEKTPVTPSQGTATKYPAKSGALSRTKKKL
The depositor's hits bear a star; . = not tested or not shown; & = joins results of further samples.

SMILES	Kir21 block	STK33 inh
CCSc1nnc(NC(=O)C2CCN(S(=O)(=O)c3c(C)c(C)cc(C)c3C)CC2)s1	-0.01	-1.9
CCOc1ccc(OCC)c(NC(=O)CNS(=O)(=O)c2cccs2)c1	0.15	-0.1
COC(=O)c1cc(NC(=O)CN(C)C2CCS(=O)(=O)C2)cc(C(=O)OC)c1 (stereo not given)	.	-1.2
CCN(CC)c1ccc(/C=C2\C(=O)N(c3nnc(C)c(=O)[nH]3)N=C2C)cc1	-0.09	0.9
Cc1ccc(NC(=O)/C(=C/c2cccc([N+](=O)[O-])c2)NC(=O)C2CCCCC2)c(C)c1	2.7	-1.0
CCN(C(=O)COC(=O)c1cc([N+](=O)[O-])ccc1N1CCOCC1)C1CCCCC1	0.03	.
CCOC(=O)c1cc(C#N)c(N2CCN(C(=O)c3cccc(C(F)(F)F)c3)CC2)nc1C(F)(F)F	0.2	-0.5
COc1ccc(NC(=S)N2CCC(C(=O)N3CCCCCC3)CC2)cc1	0.05	-0.5
O=C(O)c1ccccc1C(=O)c1ccc(-c2ccccc2)cc1	0.11	-2.0
O=C(CN1CCN(S(=O)(=O)c2ccc(F)c(Cl)c2)CC1)N1CCNC1=O	.	-1.6
CC(Oc1ccccc1F)c1nnc(SCC(=O)N(c2ccccc2)C2CCS(=O)(=O)C2)o1 (stereo not given)	.	-1.1
COc1ccc(-c2cn[nH]c2-c2ccc(OCC(=O)NN)cc2O)cc1	-1.7	0.2
COc1nc(OC)nc(N2CCC(C(=O)NC3CCCCCC3)CC2)n1	0.42	-2.0
Cc1ccc2c(c1)C=CC(C)(C)S2(=O)=O	1.5	-1.9
CC(C)C(=O)Nc1cccc(NC(=O)c2cccnc2)c1	1.6	0.6
Nc1nc2ccccc2n1CCN1CCCC1	1	-1.6
CCn1c(SCC(=O)c2ccccc2)nnc1-c1cnccn1	-0.39	-0.9
O=C(Nc1ccc2ccccc2c1)Nc1ccc2snnc2c1	-1.2	0.6
COC(=O)CN1CCN(C(=O)c2ccc(F)cc2)c2ccccc2C1	1.5	0.4
Cc1ccnc(SC2CC(=O)N(c3ccc(F)cc3)C2=O)n1 (stereo not given)	-1.7	0.5
O=C(CSc1ncn(-c2ccccc2)n1)Nc1nccs1	-0.21	-1.0
Cc1noc(NC(=O)c2ccc(Cl)c(Cl)c2)c1Cl	0.96	-0.9
CC1CCC(C(=O)NC(C(=O)NCc2ccccn2)C(C)C)CC1 (stereo not given)	0.72	0.6
Cc1ccc(N(CC(=O)Nc2cc(C)cc(C)c2)S(=O)(=O)c2cccc3nonc23)cc1	0.01	0.2
CCn1cc(C(=O)NP(=O)(Nc2ccc(C)cc2)Nc2ccc(C)cc2)c2ccccc21	1	-0.3

Of the compounds above, these have two or more sulfur atoms.
SMILES	Kir21 block	STK33 inh
CCSc1nnc(NC(=O)C2CCN(S(=O)(=O)c3c(C)c(C)cc(C)c3C)CC2)s1	-0.01	-1.9
CCOc1ccc(OCC)c(NC(=O)CNS(=O)(=O)c2cccs2)c1	0.15	-0.1
CC(Oc1ccccc1F)c1nnc(SCC(=O)N(c2ccccc2)C2CCS(=O)(=O)C2)o1 (stereo not given)	.	-1.1
O=C(CSc1ncn(-c2ccccc2)n1)Nc1nccs1	-0.21	-1.0

Additional records follow.
SMILES	Kir21 block	STK33 inh
CC(C)C[C@H](NC(=O)c1nc[nH]c1C(=O)NC1CCNCC1)C(=O)OC(C)(C)C	-0.48	0.9
CCOc1ccc(N2CC(C(=O)Nc3ccc(S(=O)(=O)N4CCCCC4)cc3)CC2=O)cc1 (stereo not given)	0.67	-0.4
COc1ccc(S(=O)(=O)N2CCN(CCOc3ccccc3Cl)CC2)cc1OC	.	-1.1
CN(C(=O)COc1ccc(Br)cc1Cl)C1CCCCC1	-1.1	-0.3
OCC[C@@H]1C[C@H](O)[C@@H](O)[C@]2(Cc3ccccc3CO2)O1	-0.35	-1.6
CCOc1ccc(N(CC(=O)NCc2ccccc2)C(=O)Cn2nnc(-c3ccc(C)o3)n2)cc1	0.82	-1.4
Cc1cccc(C(=O)NC(C)C(c2cccs2)N2CCOCC2)c1 (stereo not given)	-3.6	-0.5
CC(C)c1ccc(NC(=O)CN2C(=O)NC3(CCCC3)C2=O)cc1	1.2	-2.3
COc1ccccc1/C=N/NC(=O)CSc1cc(C)nc2ccccc12	-0.06	-1.1
CCN[C@H]1C[C@H](C)S(=O)(=O)c2sc(S(N)(=O)=O)cc21	.	-1.1
Cc1ccc(NC(=O)COC(=O)C2CCN(c3ccc(C(F)(F)F)cn3)CC2)cc1C	0.6	-0.6
Cc1ccccc1NC(=O)OCc1cn(-c2ccc(Cl)cc2)nn1	-0.94	1.1
CC(C)(C)c1ccccc1OCC(=O)NCCC(=O)O	-0.29	-0.4
CCc1ccccc1NC(=O)COC(=O)C1CC(=O)N(c2ccc(F)cc2)C1 (stereo not given)	0.3	-0.2
O=S(=O)(Nc1ccc(C(F)(F)F)cn1)c1ccccc1	-0.25	1.0
Nc1ncc(-n2cncn2)c(-c2ccccc2)n1	0.63	-0.6
O=C(Cn1[nH]c(=O)c2ccccc2c1=O)NCc1cccnc1	-0.65	-0.9
Cc1ccc(NS(=O)(=O)c2ccc3c(c2)n(C)c(=O)n3C)cc1C	-0.2	-2.2
c1ccc(-n2nnc(-c3nccs3)n2)cc1	-0.14	-1.4
Cc1cc(C(=O)N2CCN(c3ccc([N+](=O)[O-])cc3)CC2)n[nH]1	0.42	-0.2
CC(=O)c1cccc(S(=O)(=O)N(Cc2cc3cc4c(cc3[nH]c2=O)OCCO4)CC2CCCO2)c1 (stereo not given)	0.34	-1.3
Cc1ccc(C(=O)OCC(=O)NCCc2ccccc2)cc1C	.	-1.1
Cc1cc(C)n(C(=O)c2ccc([N+](=O)[O-])cc2N)n1	1.3	-1.2
COC(=O)c1ccccc1NC(=O)N[C@@H](C)C(=O)OC	-0.12	0.9
O=C(COc1ncnc2scc(-c3ccccc3)c12)NCCN1C(=O)CSC1=O	0.08	-0.4

Continued.
SMILES	Kir21 block	STK33 inh
CS(=O)(=O)c1ccc(Cl)c(NC(=O)COC(=O)CNC(=O)c2ccc(Br)o2)c1	-0.5	-0.2
COc1cccc(-n2cc3c(=O)n(C)c(=O)n(C)c3c2)c1	-0.14	0.0
Cc1nn2cc(-c3ccccc3)nc2s1	0.01	1.7
C=CCOc1cccc(C2C(C(=O)c3ccco3)=C(O)C(=O)N2Cc2ccncc2)c1 (stereo not given)	-0.69	0.5
COc1cc(OC)c(C2N(c3ccc(Cl)c(Cl)c3)C(=O)C3CCCN32)cc1OC (stereo not given)	-2	-1.0
O=[N+]([O-])c1ccc(Cl)c(S(=O)(=O)N2CCCCCC2)c1	-0.02	-0.8
O=C(CN(C(=O)c1csnn1)c1ccc(F)c(Cl)c1)NCc1ccc(F)cc1	-1.8	-3.2
CC(C)(C)C1=CC(=O)C(N2CCOCC2)=CC1=O	1.6	-0.7
COc1cc(OC)c(OC)cc1CNc1nnnn1C	1.6	-2.1
Cc1ccc(NS(=O)(=O)c2ccc3[nH]c(=O)[nH]c3c2)cc1	-1.3	0.1
COc1ccc(Br)cc1CN(C)C(=O)c1cc(Cl)c2c(c1)OCCO2	0.55	-0.3
Cc1ccc(-c2cc(C(=O)NCc3ccco3)no2)cc1	0	-0.1
CCc1cc2c(=O)n(-c3ccccc3)c(=S)[nH]c2s1	1	1.3
CCOc1ccccc1NS(=O)(=O)c1cccc2nsnc12	-4.1	0.5
COc1cc(C(=O)NCc2nnc(SCC(=O)NC3CCCC3)o2)cc(OC)c1OC	0.15	-0.2
COc1cccc(CNC(=O)CCC2CCCN(C(=O)c3ccc(OC)o3)C2)c1 (stereo not given)	-0.57	-0.7
COc1cc(C(=O)NNC(=O)CNC(=O)c2ccc(Br)o2)cc(OC)c1OC	0.87	-1.0
O=C(NCc1ccccn1)c1cc(-c2ccc(Br)cc2)nc2ccccc12	-0.92	-3.6
Nc1nc2n(n1)C(c1ccco1)CC(c1ccc(Cl)cc1)N2 (stereo not given)	0.6	0.2
Cc1[nH]nc2c1C(C(C)C)C(C#N)=C(N)O2 (stereo not given)	-0.36	0.8
CCOc1ccc2nc(NC(=O)CN3CCN(CC)CC3)sc2c1	-2.2	7.3
Cc1ccccc1-c1n[nH]c(=S)n1/N=C/c1c(C)nn(-c2ccccc2)c1C	0.1	0.7
Cc1ccc(NC(=O)c2cc(S(=O)(=O)N3CCCC3)cn2C)cc1	1	0.0
O=[N+]([O-])c1cc(Cl)ccc1N1CCCC1	1.7	1.9
CCOC(=O)C1=C(C)N(Cc2ccc(C(=O)O)cc2)C(=O)NC1c1ccc([N+](=O)[O-])cc1 (stereo not given)	0.88	-1.2

4 consecutive compounds from above:
SMILES	Kir21 block	STK33 inh
COc1cc(OC)c(C2N(c3ccc(Cl)c(Cl)c3)C(=O)C3CCCN32)cc1OC (stereo not given)	-2	-1.0
O=[N+]([O-])c1ccc(Cl)c(S(=O)(=O)N2CCCCCC2)c1	-0.02	-0.8
O=C(CN(C(=O)c1csnn1)c1ccc(F)c(Cl)c1)NCc1ccc(F)cc1	-1.8	-3.2
CC(C)(C)C1=CC(=O)C(N2CCOCC2)=CC1=O	1.6	-0.7

Carrying on.
SMILES	Kir21 block	STK33 inh
O=C(CN1CCC(O)(c2ccc(F)cc2)CC1)NCc1ccc(F)cc1	-0.62	-1.0
CCC(=O)NC(=S)Nc1ccc(NC(=O)c2cc3ccccc3o2)c(OC)c1	-0.28	-1.0
CC(=O)Nc1ccc(OCC(=O)NCc2ccc3c(c2)OCO3)cc1	0.5	-0.9
CCC(C)NC(=O)CN(c1cc(Cl)cc(Cl)c1)S(C)(=O)=O (stereo not given)	1.8	-0.3
CC(=O)c1c(C)[nH]c(C(=O)OCC(=O)N2c3ccccc3NC(=O)C2(C)C)c1C	-0.45	-0.6
Cc1ccccc1OCCC(=O)OCC(=O)NC(C)c1ccccc1 (stereo not given)	-0.68	-0.5
Cc1cc(C)c(C(=O)COC(=O)CNC(=O)c2ccccc2C)c(C)c1	-0.05	-1.8
Oc1ccc(Cl)cc1CNCc1ccc(C(F)(F)F)cc1	.	1.7
CCCOc1cccc(C(=O)Nc2cccc3ncccc23)c1	1.6	-1.7
COc1ccc(OC)c(NC(=O)CSc2nnc(CNC(=O)c3cc(OC)c(OC)c(OC)c3)o2)c1	0.99	-1.5
CCc1ccccc1N(CC(=O)N1CCN(c2ccccc2)CC1)S(C)(=O)=O	-0.55	-1.3
COc1cccc(NC(=O)CSc2nc(C3CC3)nc3ccccc23)c1	-0.3	-2.1
COc1ccc(CN2C(=NC(=O)C3CCCO3)SC3CS(=O)(=O)CC32)cc1OC (stereo not given)	-3.2	2.3
Cc1ccc(NC(=O)CN(C)C(=O)c2ccc(C(F)(F)F)cc2)cc1	2.4	-0.4
Cc1noc(C)c1C(=O)Nc1cccc(S(=O)(=O)N2CCCCC2)c1	.	0.7
Oc1ccc(Oc2ccc(Oc3ccc(O)cc3)cc2)cc1	0.31	-1.9
COc1ccccc1Nc1ccncc1[N+](=O)[O-]	-1.5	1.6
O=C(CCN1C(=O)c2ccccc2C1=O)Nc1cccc(O)c1	1.8	0.4
CCc1nnc(NS(=O)(=O)c2ccc(NC(=O)c3cccc(Br)c3)cc2)s1	-0.98	-0.8
CCOC(=O)c1cc2n(c1C)-c1ccccc1C2=O	-0.74	0.1
CCC1(CC)Cc2ccccc2C2=C(C(=O)N3CCCCC3)C(=O)C(=O)N21	0.53	-2.0
CN(C)c1ccnc(C(=O)O)c1	-0.11	3.2
Cc1cc(C)cc(OCC(=O)Nc2ccc(N3CCOCC3)cc2N2CCOCC2)c1	.	-1.2
CCNc1ccc(Br)cc(C(=O)/C=C/c2c(Cl)cccc2Cl)c1=O	-2.5	-1.4
Cn1nc(C(=O)OCC(=O)c2ccc(Br)cc2)c2ccccc2c1=O	.	2.0

Following part
SMILES	Kir21 block	STK33 inh
O=C(NCCCN1CCOCC1)c1ccc2c(c1)N(Cc1ccc(Cl)cc1)C(=O)c1ccccc1S2=O (stereo not given)	-3.3	0.2
CN(C)CCNC(=O)/C=C/c1cn(-c2ccccc2)nc1-c1cc2ccccc2oc1=O	-0.88	-0.7
CCOc1ccc(Nc2nc(Cl)nc(NCCO)n2)cc1	-0.26	-0.4
O=C(COc1ccccc1)Nc1ncn[nH]1	0.01	-0.8
O=C1c2ccccc2NC(c2ccccn2)N1c1ccccc1F (stereo not given)	-0.63	-0.5
CC(C)C(NC(=O)c1c(F)cccc1F)C(=O)NCCc1ccc(S(N)(=O)=O)cc1 (stereo not given)	0.63	0.1
COc1cccc(-c2nc(SCC(=O)Nc3nc(-c4ccccc4)c(C)s3)[nH]c(=O)c2C#N)c1	-1.6	-1.3
CCN(CC)Cc1c(O)ccc2c(=O)c(-c3ccc4c(c3)OCCO4)coc12	-1	-1.0
CN1CCC[C@H]1c1cccnc1	-1.1	-1.5&-1.0
Cc1ccc(OCCn2c(C)c(/C=N/n3cnnc3)c3ccccc32)cc1	-0.96	-0.2
CCN1CCc2c(OCC(=O)Nc3ccccc3)cccc2C1=O	0	-0.5
COc1ccc(C(=O)N2CCN(Cc3ccc(OC)c(OC)c3)CC2)cc1	1.1	-4.6
COc1ccc(C(CNC(=O)CN(C)S(=O)(=O)c2ccc(C)cc2)N2CCCC2)cc1 (stereo not given)	.	-1.8
COCCN(C(=O)Nc1ccc(OC)cc1OC)C1CCN(C(C)=O)CC1	3.5	-2.6
CCN1C(=O)C(=O)N(CC(=O)Nc2cc(C)ccc2C)C1=O	.	0.9
COC(=O)CSc1ncc(C#N)c(N)n1	0.66	0.6
O=C(O)Cc1sc(-c2ccccc2Cl)nc1-c1ccccc1	1.6	-2.5
O=C(Nc1nncs1)c1ccccc1NS(=O)(=O)c1cccs1	3.3	0.0

Entries shown so far containing a tert-butyl group (3):
SMILES	Kir21 block	STK33 inh
CC(C)C[C@H](NC(=O)c1nc[nH]c1C(=O)NC1CCNCC1)C(=O)OC(C)(C)C	-0.48	0.9
CC(C)(C)c1ccccc1OCC(=O)NCCC(=O)O	-0.29	-0.4
CC(C)(C)C1=CC(=O)C(N2CCOCC2)=CC1=O	1.6	-0.7
